GAA glycogen – GAA glycogen-cleavage inhibition or activation. recombinant GAA, glycogen substrate, Amplex Red glucose oxidase fluorescence. P10253. 300,000 compounds, 0.38% hits. Potency, µM (series often up to 76.4 µM), for inactives: top-dose activity change, negative = inhibition, usual class: inhibitors; active means well fitted inhibition curve with a large enough effect;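 further: 0% = full enzyme reaction and -100% = no-enzyme basal signal; the screen sought inhibitors and activators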
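Recombinant human enzyme (4 nM); glycogen substrate; 37 C, 40 min, pH 5.0. Readout: coupled glucose oxidase/Amplex Red fluorescence.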
* hit, by the source's call; & = joins results of further samples; [ ] = remark or other dose. Potency means the concentration at half of the fitted maximal effect. The list is partial (hit frequency here may not be typical).

GAA glycogen	SMILES
-11%[76.3 µM]	CCN(CC)S(=O)(=O)c1ccc(C(=O)NCC(=O)N/N=C/c2ccccc2OC)cc1
20%[76.3 µM]	COC(=O)c1cc(NC(=O)CCc2c(C)nc3nc(C)nn3c2C)cc(C(=O)OC)c1
6%[76.3 µM]	COc1ccc(C(=O)NCCn2cc(SCC(=O)Nc3ccccc3)c3ccccc32)cc1OC
-4%[76.3 µM]	COC(=O)c1c(NC(=S)NNS(=O)(=O)c2ccc(OC)cc2OC)sc2c1CCCCCC2
18%	CCc1ccc(OCC(=O)Nc2ccc3c(c2)OCCO3)cc1
12%[76.3 µM]	COc1ccc(CCNC(=O)Cn2cc(S(=O)(=O)Cc3ccc(F)cc3)c3ccccc32)cc1OC
-5%[76.3 µM]	Cc1csc(=O)n1CC(=O)OCC(=O)NNC(=O)c1ccccc1
11%[76.3 µM]	COc1ccc(-c2cc(C(F)(F)F)n3nc(C(=O)Nc4cc(C)ccc4C)cc3n2)cc1
-5%[76.3 µM]	CCc1ncc(CN2CCCCC2C(=O)Nc2ccc(Oc3ccccc3)nc2)cn1 (stereo not drawn)
-4%[76.3 µM]	CCOc1ccc(CNC(=O)c2cc3c(=O)oc4ccc(C)cc4c3s2)cc1
-13%[76.3 µM]	S=C(NCCCc1ccccc1)Nc1ccccc1
-12%[76.3 µM]	O=c1nc2n(-c3ccccc3F)c3ccccc3cc-2c(=O)[nH]1
4%	CCn1c(C)nnc1SCC(=O)NC1CCCC1
-5%[76.3 µM]	COC(=O)C1=C(C)N(Cc2ccccc2)C(=S)N[C@H]1c1ccc(Br)cc1
-7%[76.3 µM]	CCN(C(=O)C1CCN(c2nc(-c3ccc(OC)cc3)no2)CC1)c1ccccc1
6%	COc1cc(NC(=O)c2ccc(=O)[nH]n2)cc(OC)c1OC
1%[76.3 µM]	CC(Oc1ccc(Br)cc1)C(=O)N1CCN(c2ccccn2)CC1 (stereo not drawn)
-1%[76.3 µM]	CC(=O)Oc1ccc2nc(/C=C/c3ccc(C=O)cc3)oc(=O)c2c1
0%	COCCNC(=O)c1cc2c(s1)-c1ccc(Cl)cc1SC2
-9%	COc1ccc(C(CNC(=O)C2CCN(S(=O)(=O)c3ccc(F)cc3)CC2)N(C)C)cc1 (stereo not drawn)
-1%[76.3 µM]	COc1ccc(C2=NN(C(=O)CCC(=O)O)C(c3ccc([N+](=O)[O-])cc3)C2)cc1 (stereo not drawn)
-5%	COCCNC(=S)N(CCc1c(C)[nH]c2ccc(F)cc12)Cc1cccnc1
-2%[76.3 µM]	CCn1cc(C(=O)N2CCN(c3ccc(OC)cc3)CC2)c(=O)c2cc(S(=O)(=O)N(C)C3CCCCC3)ccc21
-3%	CCCCNC(=O)N(O)C1N(/N=C/c2ccccc2OC)C(=S)SC1(C)C (stereo not drawn)
8%[76.3 µM]	CC(C)c1ccc(NC2CCCN(C(=O)CCN3CCOCC3)C2)cc1 (stereo not drawn)
10%[76.3 µM]	O=C(NCCCc1nc2ccccc2n1Cc1ccc(Cl)cc1)C1CCCCC1
-5%[76.3 µM]	COc1ccccc1CNC(=O)Cn1c(-c2cccs2)cc2cc(F)ccc21
9%[76.3 µM]	CSc1ccc(CCNC(=O)Cn2ncc3c([nH]c4ccccc43)c2=O)cc1
11%[76.3 µM]	Cc1ccc(NC(=O)c2cnc3sc(N4CCOCC4)nn3c2=O)cc1N(C)C
-2%	CCc1ccc(C)[n+](CC(=O)c2cccs2)c1

Continued; the last two above are carried over.
GAA glycogen	SMILES
11%[76.3 µM]	Cc1ccc(NC(=O)c2cnc3sc(N4CCOCC4)nn3c2=O)cc1N(C)C
-2%	CCc1ccc(C)[n+](CC(=O)c2cccs2)c1
-1%[76.3 µM]	CCC(CC)C(=O)Nc1nnc(S(=O)(=O)N2CCCCCC2)s1
1%	COc1ccc(N2CC(C(=O)NC3CCSC3=O)CC2=O)cc1 (stereo not drawn)
6%[76.3 µM]	O=C(CNC(=O)C1CCCCC1)OCC(=O)c1ccc(Br)cc1
10%[76.3 µM]	O=C(CN1CCCN(S(=O)(=O)c2ccc(F)cc2)CC1)Nc1c(Cl)cccc1Cl
3%[76.3 µM]	Cc1c(OCC(=O)NCC(O)c2ccccc2)ccc2c(-c3ccccc3)cc(=O)oc12 (stereo not drawn)
17%[76.3 µM]	O=C(Nc1ccc2c(c1)OCO2)C1CC(c2cccc(Br)c2)=NO1 (stereo not drawn)
-12%[76.3 µM]	COc1ccc(C(=O)n2nc(-c3ccco3)nc2NCc2cccs2)cc1OC
-12%[76.3 µM]	CC1CCCC(NC(=O)CCC(=O)NCc2ccccc2)C1C (stereo not drawn)
1%[76.3 µM]	CC(C)CCN1C(=O)c2ccc(C(=O)Nc3ccccn3)cc2C1=O
2%	CN(C)CCn1cnc2c1c(=O)[nH]c(=O)n2Cc1ccccc1
-10%[76.3 µM]	Cc1ccc(CCNc2nc3c(S(=O)(=O)c4ccc(C)cc4)nnn3c3ccsc23)cc1
5%	O=C(Nc1ccc(Cl)cc1Cl)c1ccc2ncsc2c1
-12%	CCc1nc(SCC(=O)OC)c2c3c(sc2n1)COC(C)(C)C3
-6%[76.3 µM]	CCOC(=O)[C@@H]1[C@H]2COc3ccc(Br)cc3[C@@H]2N2C(=O)N(c3ccc(F)cc3)C(=O)[C@]12C
2%	Cc1nnc(SC(C)C(=O)Nc2ccc3ccccc3c2)[nH]c1=O (stereo not drawn)
4%[76.3 µM]	Cc1cc(N)n2nc(-c3ccccc3)c(-c3ccccc3)c2n1
-2%	COc1ccc(N2CCN(C(=O)CNC(=O)c3ccccc3Cl)CC2)cc1
14%[76.3 µM]	Cc1ccccc1N1CCN(S(=O)(=O)c2nnc(NC(=O)CC(C)C)s2)CC1
-8%	Cc1c(/C=N/O)c2ccccn2c1C(=O)c1ccc(F)cc1
4%	COc1ccc(-c2c(C(=O)O)c(C(=O)O)c3n2CCC3)cc1
0%	O=C1CSC(c2ccc([N+](=O)[O-])cc2)N1c1ccc(O)cc1 (stereo not drawn)
-1%	COc1ccc(CN(CC(=O)NCC2CCCO2)C(=O)CNS(=O)(=O)c2ccccc2)cc1 (stereo not drawn)
-4%[76.3 µM]	CCN(c1ccccc1)S(=O)(=O)c1nnc(NC(=O)COc2ccc(OC)cc2)s1
12%[76.3 µM]	Cc1ccc(N(C)C(=O)c2sc3nc4n(c(=O)c3c2C)CCCC4)cc1C
11%[76.3 µM]	CCOc1ccc(-n2c(=O)c3c4c(sc3n(Cc3cccc(C)c3)c2=O)CCCC4)cc1
1%	COc1ccc(C(O)(C2CCCCC2)C(CN2CCOCC2)c2ccccc2)cc1 (stereo not drawn)
-14%[76.3 µM]	O=c1[nH]c(=O)n(C2CCCCC2)c(O)c1C1=Nc2ccccc2SC(c2ccccc2)C1 (stereo not drawn)
12%[76.3 µM]	CCc1cccc(CC)c1NC(=O)Cn1nnc2sc(-c3ccccc3)cc2c1=O
-4%[76.3 µM]	CCCCc1nc2cc(C(=O)NCc3nccn3CC)ccc2o1
-3%[76.3 µM]	Cc1cccc(NC(=O)C2CCN(C(=O)[C@@H]3Cc4ccccc4CN3)CC2)c1
-3%[76.3 µM]	O=C(c1cc(-c2ccc(Cl)cc2)on1)N(Cc1ccc(F)cc1)Cc1ccco1
2%[76.3 µM]	CCN1CCN(C(=O)CSc2ccc(C)cc2)CC1
-3%[76.3 µM]	NCCNC(=O)c1c(O)c2cccc3c2n(c1=O)CCC3
-9%[76.3 µM]	COc1ccc(CCn2c3c(c(=O)[nH]c2=O)C(NC(=O)c2ccc(C(C)(C)C)cc2)(C(F)(F)F)C(=O)N3)cc1OC (stereo not drawn)
-7%[76.3 µM]	Cc1ccc(NC(=O)C2CCN(S(=O)(=O)c3cccs3)CC2)c(O)c1
-1%[76.3 µM]	N#Cc1ccccc1OCC(=O)OCCCOC(=O)COc1ccccc1C#N
1%[76.3 µM]	COc1cccc(NC(=O)C2C3C=CC(O3)C2C(=O)O)c1 (stereo not drawn)
0%[76.3 µM]	CN1CCN(C(=O)c2cc3ccccc3[nH]2)CC1
3%	NS(=O)(=O)c1cccc(NC(=O)CC2(CC(=O)O)CCCC2)c1
1%	Cc1ccc(N(C(=O)c2csnn2)C(C(=O)NC2CCCCC2)c2cccnc2)cc1 (stereo not drawn)
-11%[76.3 µM]	COc1ccc(C2C(C(=O)Nc3ccc(C)cc3C)=C(C)Nc3nc(SC)nn32)cc1OC (stereo not drawn)
-5%[76.3 µM]	COc1ccc(OCc2cc(C(=O)NC(C)Cc3cccnc3)no2)c(Cl)c1 (stereo not drawn)
-2%	C=CCNc1nc(N)c([N+](=O)[O-])c(Nc2ccccc2OC)n1
2%	CCSc1ncc(Cl)c(C(=O)Nc2ccccc2Cl)n1
-1%[76.3 µM]	CCOC(=O)C1CCCN(C(=O)C(=O)Nc2ccc3nc4n(c(=O)c3c2)CCCCC4)C1 (stereo not drawn)
-1%[76.3 µM]	COc1ccc(Cl)cc1NC(=O)c1ncn(-c2ccccc2)n1
2%	CC(NC(=O)c1ccco1)C(=O)NC(C)c1cc(F)c(Cl)cc1Cl (stereo not drawn)
-11%[76.3 µM]	Cc1ccc(-n2c(SCC(=O)Nc3cccc(F)c3)nc3c(oc4ccccc43)c2=O)cc1C
-18%[76.3 µM]	Cc1csc(=O)n1CCC(=O)OCC(=O)N(CC(C)C)c1c(N)n(Cc2ccccc2)c(=O)[nH]c1=O
-6%[76.3 µM]	CC1=NN(C(N)=S)C(=O)C1N=Nc1ccccc1C(=O)O (stereo not drawn)
20%[76.3 µM]	O=C1C2C3CCC(C3)C2C(=O)N1c1ccc2ccccc2c1 (stereo not drawn)
-7%	COc1ccccc1N(C(=O)c1snc(C(N)=O)c1N)C(C(=O)NC1CCCC1)c1ccc2ncccc2c1 (stereo not drawn)
-4%	COc1ccc(-n2cnnc2SCC(=O)Nc2ccccc2F)cc1
3%[76.3 µM]	CC(=O)NC(CC(=O)Nc1cccc(S(=O)(=O)N2CCCC2)c1)c1ccccc1 (stereo not drawn)
-18%[76.3 µM]	CCOC(=O)C1=C(CS(=O)(=O)c2ccc(C(C)(C)C)cc2)NC(=O)NC1c1cccc(OC)c1 (stereo not drawn)
-16%[76.3 µM]	O=C(O)C1CCN(C(=O)c2ccccc2N2C(=O)[C@@H]3Cc4c([nH]c5ccccc45)C(c4cccc(Cl)c4)N3C2=O)CC1 (stereo partly drawn)
-13%[76.3 µM]	O=C(Nc1ccnn1C1CCN(C(=O)c2ccccc2C(F)(F)F)CC1)C1CC1
9%[76.3 µM]	Cc1cc(C)c(OCCn2ccnc2)c(C)c1
11%[76.3 µM]	CCN(CC)C(=O)CSc1nc(-c2ccccc2F)nc2c1Cc1c(CO)cnc(C)c1O2
-7%[76.3 µM]	CCOc1ccccc1C(=O)Nc1ccc(C(=O)c2ccccc2)cc1

(continued)
GAA glycogen	SMILES
-6%&-1%[76.3 µM]	COc1ccc(OC)c(C2=NS(=O)(=O)N(C)C(C(=O)Nc3ccc(C(C)=O)cc3)=C2)c1
8%	Cc1[nH]n(C(N)=S)c(=O)c1N=Nc1ccc(Br)cc1
7%	O=Nc1[nH]c(=O)c(/C=C(\O)c2ccccc2)nc1NO
4%[76.3 µM]	CC(=O)c1ccc(NC(=O)C2CCC(CNS(=O)(=O)c3cccs3)CC2)cc1 (stereo not drawn)
-7%[76.3 µM]	Nc1nonc1-n1nnc(C(=O)N/N=C/c2ccccc2Cl)c1CN1CCOCC1
7%[76.3 µM]	COc1ccc(N(CC(C)C)S(=O)(=O)c2nnc(NC(=O)c3cccs3)s2)cc1
-9%	O=C(Nc1ccc(Cl)cn1)c1cccc(S(=O)(=O)N2CCCCC2)c1
17%[76.3 µM]	CCC(C)n1c(=N)c(S(=O)(=O)c2ccccc2)cc2c(=O)n3ccccc3nc21 (stereo not drawn)
-2%[76.3 µM]	CCN1C(=O)C(Cc2nc3ccccc3c(=O)n2-c2cccc(C)c2)c2ccccc21 (stereo not drawn)
5%	Cc1ccc(N(C(=O)Cn2nnc(-c3ccc(C)o3)n2)C(C(=O)NC2CCCC2)c2ccncc2)cc1 (stereo not drawn)

16 entries from above, as a markdown table.
| Molecule | GAA glycogen |
| --- | --- |
| COc1ccccc1N(C(=O)c1snc(C(N)=O)c1N)C(C(=O)NC1CCCC1)c1ccc2ncccc2c1 (stereo not drawn) | -7% |
| COc1ccc(-n2cnnc2SCC(=O)Nc2ccccc2F)cc1 | -4% |
| CC(=O)NC(CC(=O)Nc1cccc(S(=O)(=O)N2CCCC2)c1)c1ccccc1 (stereo not drawn) | 3%[76.3 µM] |
| CCOC(=O)C1=C(CS(=O)(=O)c2ccc(C(C)(C)C)cc2)NC(=O)NC1c1cccc(OC)c1 (stereo not drawn) | -18%[76.3 µM] |
| O=C(O)C1CCN(C(=O)c2ccccc2N2C(=O)[C@@H]3Cc4c([nH]c5ccccc45)C(c4cccc(Cl)c4)N3C2=O)CC1 (stereo partly drawn) | -16%[76.3 µM] |
| O=C(Nc1ccnn1C1CCN(C(=O)c2ccccc2C(F)(F)F)CC1)C1CC1 | -13%[76.3 µM] |
| Cc1cc(C)c(OCCn2ccnc2)c(C)c1 | 9%[76.3 µM] |
| CCN(CC)C(=O)CSc1nc(-c2ccccc2F)nc2c1Cc1c(CO)cnc(C)c1O2 | 11%[76.3 µM] |
| CCOc1ccccc1C(=O)Nc1ccc(C(=O)c2ccccc2)cc1 | -7%[76.3 µM] |
| COc1ccc(OC)c(C2=NS(=O)(=O)N(C)C(C(=O)Nc3ccc(C(C)=O)cc3)=C2)c1 | -6%&-1%[76.3 µM] |
| Cc1[nH]n(C(N)=S)c(=O)c1N=Nc1ccc(Br)cc1 | 8% |
| O=Nc1[nH]c(=O)c(/C=C(\O)c2ccccc2)nc1NO | 7% |
| CC(=O)c1ccc(NC(=O)C2CCC(CNS(=O)(=O)c3cccs3)CC2)cc1 (stereo not drawn) | 4%[76.3 µM] |
| Nc1nonc1-n1nnc(C(=O)N/N=C/c2ccccc2Cl)c1CN1CCOCC1 | -7%[76.3 µM] |
| COc1ccc(N(CC(C)C)S(=O)(=O)c2nnc(NC(=O)c3cccs3)s2)cc1 | 7%[76.3 µM] |
| O=C(Nc1ccc(Cl)cn1)c1cccc(S(=O)(=O)N2CCCCC2)c1 | -9% |

From PubChem
